rCAG RNA binder = binders of r(CAG) RNA repeats, primary screen, biochemical, fluorescence; r(CAG) RNA repeat, TO-PRO-1 dye displacement fluorescence; inhibition, % at 3 µM; hit rate 1.3% among 370,000; AID 651821, 2012;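 active means inhibition above the plate cutoff, the mean of all test compounds on that plate plus 3 SD, cut at about 35% in these data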;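 further: 0% = DMSO alone and 100% = 100 µM mitoxantrone as full dye displacement; higher means more dye released from RNA so lower well fluorescence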
UHRF1 MBD2 ctr = UHRF1 methylated DNA binding inhibitors, primary screen, counter-screen for MBD2 inhibitor project, biochemical, TR-FRET, human UHRF1, single concentration; hit rate 0.75% among 370,000; UHRF1 binding to methylated oligo; inhibition, % at 4.4 µM; in the data active means inhibition above about 21%;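 further: UHRF1 SRA domain binding a hemimethylated CpG hairpin DNA probe; 0% = median of test compound wells and 100% = reference inhibitor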
MBD2 inh = inhibitors of MBD2 binding to methylated DNA, primary screen, biochemical, TR-FRET, DNA-binding domain, human. Methyl-CpG-binding domain protein 2 (Homo sapiens), Q9UBB5. MBD2 binding to methylated oligonucleotide. inhibition, % at 4.4 µM. hit rate 0.31% among 370,000; in the data active means inhibition above about 13%
NR1D1 modulator = modulators of Rev-erb alpha DNA binding, primary screen, biochemical, FITC-DNA, fluorescence polarization, uHTS | Rev-erbα–FITC-DNA binding, 90 min | activity, % at 10 µM | hit rate 0.79% among 370,000;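 active means activity above about 14%, limit read from the data; passing the limit was not always enough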;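 further: 0% = DMSO wells with 35 nM protein and 100% = DMSO wells with 750 nM protein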
Target sequence (P20393 whole entry, looked up): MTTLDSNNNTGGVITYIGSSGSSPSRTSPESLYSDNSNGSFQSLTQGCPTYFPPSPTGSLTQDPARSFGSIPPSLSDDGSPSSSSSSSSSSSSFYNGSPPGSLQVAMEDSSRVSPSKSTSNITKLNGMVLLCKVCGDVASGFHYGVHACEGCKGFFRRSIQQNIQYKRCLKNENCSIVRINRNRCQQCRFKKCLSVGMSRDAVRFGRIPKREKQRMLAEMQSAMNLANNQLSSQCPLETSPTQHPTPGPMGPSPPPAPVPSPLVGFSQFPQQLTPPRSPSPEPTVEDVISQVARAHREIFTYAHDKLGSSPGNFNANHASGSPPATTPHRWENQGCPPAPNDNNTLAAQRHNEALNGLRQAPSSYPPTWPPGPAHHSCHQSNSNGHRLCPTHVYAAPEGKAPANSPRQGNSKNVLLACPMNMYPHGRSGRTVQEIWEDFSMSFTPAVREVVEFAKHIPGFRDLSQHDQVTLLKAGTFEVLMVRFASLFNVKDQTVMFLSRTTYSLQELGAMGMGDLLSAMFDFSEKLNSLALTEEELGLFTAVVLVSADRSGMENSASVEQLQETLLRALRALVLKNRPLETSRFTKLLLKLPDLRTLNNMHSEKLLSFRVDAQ
HTRA1 inh = HTRA1 serine protease inhibitors, primary screen, biochemical, fluorescence polarization, HTS; recombinant HTRA1, FP-rhodamine activity-based probe; inhibition, % at 5.96 µM; hit rate 0.5% among 340,000; in the data active means inhibition above about 36%;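 further: 0% = enzyme with DMSO and 100% = wells lacking enzyme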
Target sequence (Q92743 whole entry, looked up): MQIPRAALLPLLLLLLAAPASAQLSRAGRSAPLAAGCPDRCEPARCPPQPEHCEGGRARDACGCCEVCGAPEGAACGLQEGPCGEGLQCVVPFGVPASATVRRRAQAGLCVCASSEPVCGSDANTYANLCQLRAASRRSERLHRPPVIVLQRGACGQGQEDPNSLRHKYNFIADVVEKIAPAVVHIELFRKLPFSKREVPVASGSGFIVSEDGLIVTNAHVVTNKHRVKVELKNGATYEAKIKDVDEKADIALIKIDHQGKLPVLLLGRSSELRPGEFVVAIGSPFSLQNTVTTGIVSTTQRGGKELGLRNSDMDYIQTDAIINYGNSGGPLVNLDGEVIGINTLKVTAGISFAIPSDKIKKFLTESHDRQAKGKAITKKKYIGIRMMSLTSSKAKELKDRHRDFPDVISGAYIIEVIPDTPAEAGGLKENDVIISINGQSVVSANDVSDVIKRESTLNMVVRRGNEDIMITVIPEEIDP
mABHD4 FP = ABHD4 inhibitors, primary screen, biochemical, fluorescence polarization, mouse. purified mABHD4, FP-Rh probe fluorescence polarization. (Lyso)-N-acylphosphatidylethanolamine lipase (Mus musculus), Q8VD66. inhibition, % at 8.92 µM. AID 720543, 2013. hit rate 0.54% among 370,000;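 active means inhibition exceeding the mean over every tested compound plus 3 SD, cut at about 30% in these data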;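 further: 0% = plate median of compound wells and 100% = S159A mutant with DMSO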
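Test system: mouse ABHD4 enzyme, wild type. Reagent: FP-Rh fluorescent activity-based probe, added after compound pre-incubation. Timing: pre-incubation 45 min, probe exposure 60 min, at 25 °C. Technique: FP readout, ex 525 nm / em 598 nm. Benchmarks: high control S159A mutant with DMSO, low control median of compound wells.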
PRMT1 FP inh = PRMT1 methyltransferase inhibitors, primary screen, biochemical, fluorescence polarization. recombinant PRMT1, activity-based probe fluorescence polarization. Protein arginine N-methyltransferase 1 (Homo sapiens), Q99873. inhibition, % at 2.79 µM. AID 652257, 2013. hit rate 1.3% among 370,000;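 active means inhibition above about 21% made by adding two undisclosed values, limit read from the data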
PG9 binder = binders of HIV-1 gp120 antibody PG9, primary screen, biochemical, TR-FRET | hit rate 0.43% among 360,000 | inhibition, % at 6.7 µM | AID 624416, 2012 | HIV-1 gp120 / PG9 antibody interaction | TR-FRET gp120-PG9 antibody binding; in the data active means inhibition above about 8.5%
LEDGF integ inh = blockers of LEDGF/p75-dependent integrase strand transfer – biochemical, TR-FRET, high throughput, primary screen; AID 743269, 2014; inhibition, % at 3.7 µM; hit rate 0.64% among 370,000; HIV-1 integrase (with human LEDGF/p75); TR-FRET IN-LEDGF/p75 DNA integration, Eu/Cy5;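 active means inhibition above the screen-wide mean plus 3 SD, cut at about 13% in these data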;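 further: signal is the Cy5 over europium emission ratio at 671 and 618 nm; 0% = plate median of compound wells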
TCR-CD3 inh = inhibitors of human TCR-CD3 interaction, primary screen, biochemical, fluorescence, TAMRA-labeled TCR probe | hit rate 0.37% among 360,000 | inhibition, % at 9.4 µM | T-cell receptor (TCR); in the data active means inhibition above about 19%;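 further: recombinant mutant TCR 2C K166C tagged with TAMRA read by polarization; 0% = receptor in buffer alone and 100% = receptor with positive control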
Numbers without * were called inactive; nt = no result given. Some of the compounds tested; count on the stated rates, not on these rows.

SMILES	rCAG RNA binder	UHRF1 MBD2 ctr	MBD2 inh	NR1D1 modulator	HTRA1 inh	mABHD4 FP	PRMT1 FP inh	PG9 binder	LEDGF integ inh	TCR-CD3 inh
CN(C)CCCN(C(=O)c1ccco1)c1nc2cc3c(cc2s1)OCO3	3	0	7	-6	2	-5	2	1.6	-6	1
CC1CCCC(C)N1CCCNC(=O)c1ccc2nc(N3CCCCC3)sc2c1 (stereo not given)	6	1	-2	3	-3	-2	-7	-0.1	-2	0
COC(=O)c1cc(-c2cccc3ccccc23)c(=O)n2c1CCC2	1	3	1	-6	nt	-7	-4	nt	-1	nt
Cc1noc(C)c1S(=O)(=O)N(C)C[C@H]1OCc2cnnn2CCCC(=O)N([C@@H](C)CO)C[C@H]1C	1	1	-2	0	4	2	0	-2.4	6	3
CCOc1ccc(NC(=O)N2CCN(C(=O)c3ccco3)CC2)cc1	-2	0	-1	-2	0	2	-1	-1.3	-3	0
Cn1cccc1C(=O)OCC(=O)N1CC(=O)Nc2ccccc21	3	3	1	-6	3	-4	-6	-2.0	-1	-5
Cc1ccc(C(=O)CNc2ccc(Br)cc2)cc1	0	-3	-1	-3	1	-1	1	-2.5	6	8
O=C(NC1CCCC1)C(c1ccc(Cl)cc1)N1CCc2ccccc21 (stereo not given)	4	0	2	1	-2	0	-2	-1.4	2	-2
CC1(C)Cc2c(cnn2-c2ccccc2)C(NC(=O)c2ccoc2)C1 (stereo not given)	-3	-1	3	-2	-6	-8	3	-2.3	-5	0
COC(=O)COc1cccc2c(=O)n(CC(=O)NCc3ccc(F)cc3)ccc12	0	0	1	0	6	8	2	1.5	-5	-8
CC(C)[C@H]1CN=C2N(CCNC(=O)CCC3CCCCC3)[C@H](Cc3ccc(O)cc3)CN21	1	19	2	0	1	-3	-1	0.0	7	7
Cc1ccc(NC2CCCN(C(=O)c3nonc3C)C2)cc1C (stereo not given)	2	0	2	-2	0	3	-5	-1.0	-2	1
Cc1noc(C)c1C(=O)OCC(=O)Nc1ncc(Cl)c(C)c1Cl	3	1	-7	8	10	5	3	-0.7	2	7
O=C(COc1ccccc1)Nc1nc(-c2ccc(S(=O)(=O)N3CCOCC3)cc2)cs1	17	-1	4	16	-39	-51	20	-0.7	0	-3
COc1cccc(C(=O)NC(=S)Nn2cnnc2)c1OC	-2	4	-1	-4	7	-4	4	0.4	2	-5
N=c1c2c(ncn1Cc1ccco1)Oc1c(ccc3ccccc13)C2c1ccccc1 (stereo not given)	14	1	-1	-6	-91	-41	3	0.3	6	6
COc1ccc(CCN2C(=O)CCC2(C)c2nnnn2-c2ccc3c(c2)OCCO3)cc1OC (stereo not given)	-1	0	4	-1	nt	-3	1	0.5	-2	0
CN(CC(O)COC(c1ccccc1)c1ccccc1)C1CCCCC1 (stereo not given)	3	-2	-5	-1	0	2	-4	-0.5	-1	5
O=C(N/N=C(\CC(=O)c1cccs1)C(F)(F)F)c1ccncc1	10	-4	-5	4	nt	10	-3	-3.1	-1	2
CCCOC(=S)NC(=O)c1sc2ccccc2c1Cl	6	-1	1	-8	-2	3	0	1.2	-3	-1
Cc1cc(NC(=O)CSCCO)no1	0	0	5	2	0	4	1	1.1	-2	-13
CS(=O)(=O)N1CCN(c2ccc(NC(=O)C(c3ccccc3)c3ccccc3)cc2)CC1	13	-2	-2	5	1	-9	-3	-2.0	5	2
COc1ccccc1NC(=O)CSc1ccc(-c2ccco2)nn1	2	-5	4	-2	-7	6	7	-0.7	4	5
COc1ccccc1C1CC(=O)Oc2cc(OC)c(OC)c(OC)c21 (stereo not given)	0	1	-3	5	-6	-1	-5	-1.2	-1	0
Cc1[nH]c(=O)cc2ccccc12	2	3	-5	-2	-1	-4	-2	-0.9	0	-1
O=C(/C=C/c1ccc(-c2ccccc2[N+](=O)[O-])o1)c1ccccc1	20	-3	-8	1	-24	32*	28*	-0.6	4	-3
CSc1ccc(Cn2c(C)c(C(=O)NCc3cccc(Cl)c3)sc2=O)cc1	4	-2	1	1	nt	-28	-1	-1.1	0	8
CCCCCCN=CC1=C(O)CC(C)(C)CC1=O	-5	0	1	4	-4	7	1	0.8	-1	5
CC(=O)Nc1ccc(/C=N/NC(=O)c2cccc(S(=O)(=O)N3CCOCC3)c2)cc1	5	0	1	-2	3	-6	-4	-2.8	3	9
O=C(Nc1ccc(OC(F)(F)F)cc1)C1CC(c2ccc(F)cc2)=NO1 (stereo not given)	-4	1	1	3	2	-1	2	-1.2	-2	0
CCOC(=O)C1CCCN(Cc2cc(Br)c(OC)cc2OC)C1 (stereo not given)	-8	4	0	-3	5	11	0	0.6	-3	-5
CCCNC(=O)C1(CC2CC(c3ccccc3)=NO2)CCN(C(=O)C2CCCC2)CC1 (stereo not given)	-6	-3	-4	-2	-1	9	-1	0.3	-1	4
Cc1nn(C(=O)c2cccc([N+](=O)[O-])c2)c(C)c1Br	0	5	5	0	2	-3	2	0.5	-5	-3
COc1cccc(/C=N/Nc2ncnc(Cl)c2N)c1O	9	-1	-8	-1	1	9	11	-8.2	4	-7
Cc1cccnc1C(NC(=O)C1CCN(Cc2ccc(Oc3ccccc3)cc2)CC1)c1ccc(F)cc1 (stereo not given)	6	0	-4	-5	nt	6	-2	1.8	0	6
CCc1nc2ccc(C(=O)Nc3ccc4c(c3)OCC(=O)N4)cn2c1N(C)C(=O)Cc1ccccc1	2	0	-2	9	nt	1	-1	-1.0	-1	-6
Cc1ccccc1NC(=O)Cc1cccc(C(F)(F)F)c1	-4	0	5	0	2	3	-1	-0.9	-1	-1
C/C(=N\NC(=O)c1cc(C)nc2ccccc12)c1ccco1	3	-1	0	-2	1	3	-1	-0.4	7	6
O=C(Cn1cc(S(=O)(=O)Cc2cccc(F)c2)c2ccccc21)N1CCOCC1	0	-1	0	-3	3	6	3	-3.0	2	9
NC1=NC[C@@H](Cc2ccc(O)cc2)N1CCC12CC3CC(CC(C3)C1)C2	-13	0	6	4	-9	-7	-1	-0.7	0	9

Structural class, the entries above containing a CF3 group.
SMILES	rCAG RNA binder	UHRF1 MBD2 ctr	MBD2 inh	NR1D1 modulator	HTRA1 inh	mABHD4 FP	PRMT1 FP inh	PG9 binder	LEDGF integ inh	TCR-CD3 inh
O=C(N/N=C(\CC(=O)c1cccs1)C(F)(F)F)c1ccncc1	10	-4	-5	4	nt	10	-3	-3.1	-1	2
O=C(Nc1ccc(OC(F)(F)F)cc1)C1CC(c2ccc(F)cc2)=NO1 (stereo not given)	-4	1	1	3	2	-1	2	-1.2	-2	0
Cc1ccccc1NC(=O)Cc1cccc(C(F)(F)F)c1	-4	0	5	0	2	3	-1	-0.9	-1	-1

Next structures follow.
SMILES	rCAG RNA binder	UHRF1 MBD2 ctr	MBD2 inh	NR1D1 modulator	HTRA1 inh	mABHD4 FP	PRMT1 FP inh	PG9 binder	LEDGF integ inh	TCR-CD3 inh
CC1CCCCN1CCNC(=O)c1ccc2c(c1)N(Cc1cccc(Cl)c1)C(=O)c1ccccc1S2=O (stereo not given)	0	1	0	2	-9	-4	-3	2.4	0	-3
CCCCNC(=O)C[C@@H]1C[C@@]2(C(=O)OC)CC(C)(C)CC=C2N(Cc2cccc3ccccc23)C1=O	5	-1	-1	9	nt	1	-3	0.2	2	5
Cc1ccc(C(=O)NCc2ccncc2)cc1S(=O)(=O)N1CCCCC1	0	1	3	5	-2	2	0	-0.1	-2	2
COc1ccc(OCCN(C)C(=O)c2cccc(S(=O)(=O)N(C)c3ccccc3)c2)cc1	-1	1	-1	6	1	3	-2	-1.8	1	-3
CCOC(=O)Nc1ccc2c(c1)N(C(=O)CN1CCN(CCO)CC1)c1ccccc1CC2	-3	-1	-5	-6	3	-5	1	0.5	0	5
O=C(COC(=O)c1cc([N+](=O)[O-])ccc1NCCO)NCc1cccs1	2	4	1	nt	11	-11	6	0.5	0	-7
Cc1nnc2n(-c3ccccc3)c(=O)c3c4c(sc3n12)CCCC4	-6	3	0	0	-3	-4	1	0.2	-7	-4
CC(OC(=O)c1ccc(NC(=O)CC#N)cc1)C(=O)Nc1ccc2c(c1)OCCO2 (stereo not given)	22	2	-3	1	-24	-63	-1	-5.0	5	2
CCN(CC)C(=S)Oc1c(Cl)cccc1Cl	-3	0	-5	-1	-4	-4	-2	1.0	1	8
N#Cc1ccccc1S(=O)(=O)N1CCN(C(=O)c2cc(-c3ccccc3)nn2-c2ccccc2)CC1	3	3	2	2	4	-2	-1	-1.1	-3	2
Cc1cc(OCC(=O)NCCCn2ccnc2)c2c(C)cc(=O)oc2c1	-1	-2	0	-1	-3	7	0	2.8	-3	5
CCCCC(=O)Nc1ccc2oc(-c3ccncc3)nc2c1	2	0	8	4	-8	-5	2	-1.6	4	2
CC1=C(C(=O)N2CCCCC2)C(c2cccs2)NC(=O)N1 (stereo not given)	-1	-1	-2	-4	2	-3	1	-1.3	-2	9
O=C(CNC(=O)c1ccccc1Br)NNC(=O)c1cccs1	1	1	-2	-1	2	-1	-5	-1.8	4	-3
Cc1ccc(CCNC(=O)C2CCC(CNc3c(N4CCC(C)CC4)c(=O)c3=O)CC2)cc1 (stereo not given)	1	0	-4	-4	-1	2	-1	-0.4	1	2
Cc1ccc(C(=O)N2CCN3C(=O)c4ccccc4C23c2ccc(Cl)cc2)cc1 (stereo not given)	-3	0	3	5	-33	-13	-2	1.7	1	3
CC(=O)C1C(c2ccc(Br)cc2)C2C(C)=NN=C2CC1(C)O (stereo not given)	-4	1	2	0	0	4	3	0.4	1	-4
O=C(O)c1c(F)c(F)c(F)c(F)c1-c1ccc(Cl)cc1	3	0	1	4	10	-6	-2	-0.1	4	-4
COC(=O)[C@]12C[C@H](CC(=O)NCCCN3CCCC3=O)C(=O)N(Cc3ccc(Cl)cc3Cl)C1=C[C@H](COCc1ccccc1)O[C@@H]2C	6	0	0	-9	nt	-1	-2	nt	-5	nt
O=C(CNC(=O)c1ccco1)OCC(=O)c1ccc2c(c1)CCCC2	8	-3	-4	4	-6	2	3	-1.2	1	4
CCN(CC)S(=O)(=O)c1ccc(OC)c(NC(=S)Nc2cccc(C)c2C)c1	1	-3	-5	-2	-4	4	-4	-0.3	4	5
COc1ccc(-n2nc([N+](=O)[O-])c(=NCCc3ccccc3)n2O)cc1	-6	-2	4	19	7	-1	-2	0.2	0	8
Cc1c(C(=O)OC(C)C)sc(N)c1C(=O)OC(C)C	-7	2	-6	-2	-13	4	3	1.3	-1	-7
COc1cc(NC(=O)C(c2ccccc2)c2ccccc2)c(C(=O)O)cc1OC	21	1	-2	1	4	4	-3	0.0	-1	8
Cc1ccc(C(C(=O)NC(C)(C)C)N(C(=O)c2csnn2)c2cccc(F)c2)o1 (stereo not given)	-7	2	-2	5	-1	4	0	3.6	0	-6

mABHD4 FP, entries above that show a hit.
smiles	MBD2 inh	NR1D1 modulator	HTRA1 inh	mABHD4 FP	PRMT1 FP inh	PG9 binder	LEDGF integ inh	TCR-CD3 inh
O=C(/C=C/c1ccc(-c2ccccc2[N+](=O)[O-])o1)c1ccccc1	-8	1	-24	32*	28*	-0.6	4	-3
